Rad51 HR inh – blocks human Rad51 in homologous recombination | hRad51 DNA strand exchange, fluorescence dequenching | inhibition, % at 10 µM | AID 1385 | actives 0.085% (n = 200,000);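 active = inhibition above 40% at the single screening dose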;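 note: 0% = DMSO control wells and 100% = blanks with heterologous ssDNA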
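Test system – preformed human Rad51 ssDNA filaments · Reagent – Donor/quencher-labelled 47-bp dsDNA substrate · Incubation – 37 °C 15-min filament assembly, 30-min compound preincubation, 15-min exchange · Signal – FRET fluorescence dequenching, excitation 485 nm, emission 520 nm · Read-out – percent inhibition from fluorescence, normalised to plate control and blank means · Benchmarks – plate control and blank wells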
Starred values were filed as active, the others as inactive. The list is partial, so the mix of outcomes need not match the whole.

mol,Rad51 HR inh
O=C(O)/C=C/c1ccc(O)cc1,-2
CCc1c2c(nc3ccc(OC(=O)N4CCC(N5CCCCC5)CC4)cc13)-c1cc3c(c(=O)n1C2)COC(=O)[C@]3(O)CC,0
CCC(=O)O[C@]1(C(=O)SCF)[C@H](C)C[C@H]2[C@@H]3C[C@H](F)C4=CC(=O)C=C[C@]4(C)[C@@]3(F)[C@@H](O)C[C@@]21C,-2
Nc1ncnc2nc[nH]c12,-2
O=c1ccn([C@H]2C[C@H](O)[C@@H](CO)O2)c(=O)[nH]1,-3
COC(=O)C1=CO[C@@H](OC2OC(CO)C(O)C(O)C2O)[C@@H]2[C@@H](C)[C@@H](O)C[C@H]12 (stereo partly drawn),3
COc1ccc(CN2CCN(C(c3ccc(F)cc3)c3ccc(F)cc3)CC2)c(OC)c1OC,1

Another view of some results above:
O=C(O)/C=C/c1ccc(O)cc1
  Rad51 HR inh: -2

O=c1ccn([C@H]2C[C@H](O)[C@@H](CO)O2)c(=O)[nH]1
  Rad51 HR inh: -3

COc1ccc(CN2CCN(C(c3ccc(F)cc3)c3ccc(F)cc3)CC2)c(OC)c1OC
  Rad51 HR inh: 1
